High-throughput results as filed in PubChem BioAssay.
Nrf2 activator: Nrf2 pathway activation; AREc32 ARE-luciferase reporter (MCF7-derived line), luminescence, 24 h; Potency, µM (highest dose often 46.1 µM), without a hit: at the top dose activation, actives largely listed as activators; 410,000 compounds, 0.31% hits; AID 624171; note: % of control where 0% means no effect; nearly all actives have a fitted effect of over 65% in size
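Luciferase luminescence (Steady-Glo, 30 min at room temperature) served as the read-out of ARE activation in AREc32 cells treated with compounds for 24 hr at 37 deg C.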
A549 viability: kills or reduces viability of A549 cells in Nrf2 counter-screen | A549 ARE-Fluc cells, CellTiter-Fluor viability, 18-24 h | 390,000 compounds, 0.16% hits | AID 504648 | Potency, µM (top dose mostly 46 µM), for the others: top-dose activity change, negative = cytotoxicity, usual class: inhibitors; note: % is set by controls: 0 for no effect and ±100 for the full control effect
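A549 ARE-Fluc cells in 5% FBS OPTI-MEM, 5000 cells/well, rested 2 h then exposed to compounds in concentration-response for 18-24 h at 37 °C. Viability by CellTiter-Fluor fluorescence (Ex 405/Em 525) after 30 min; luciferase luminescence (BugLite, 15 min, RT) read afterwards.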
S2 tox: viability counter-screen for ATXN expression inhibitors. S2 cells (HEK-293 line with an ATXN2-luciferase reporter) viability, CellTiter-Fluor protease fluorescence, 24 h. Potency, µM (top dose mostly 56.7 µM), hits mostly cytotoxic. 400,000 compounds, 0.49% hits. AID 651635; note: nearly all actives have a fitted effect of over 40% in size
TGFb inhibitor: inhibitors of TGF-b signaling; HepG2 CAGA-GFP TGF-b/SMAD3 reporter, GFP fluorescence, 18 h; TGF-beta stimulated, 500 pg/mL final; Potency, µM (series often up to 46.1 µM), without a hit: at the highest dose activity, negative = inhibition, usual class: inhibitors; 410,000 compounds, 1.2% hits; AID 588855; note: % is set by controls: 0 for no effect and ±100 for the full control effect; nearly all actives have a fitted effect of over 65% in size
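TGF-beta reporter screen: HEPG2 CAGA-GFP, 1% FBS, 500 pg/mL TGF-beta final, 18 h; per-cell GFP summed per well; curves fitted and categorized by class.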
HepG2 viability: kills HepG2 cells in TGF-b inhibitor counter-screen. HepG2 CAGA-GFP viability, ATP luminescence, 18 h. Potency, µM (series often up to 46.1 µM), for the others: at the highest dose activity change, negative = cytotoxicity, most hits filed as cytotoxic. 410,000 compounds, 0.76% hits; note: some results filed as inactive show a strong effect at the top dose
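HepG2 CAGA-GFP cells (1000/well, DMEM with 1% FBS) received compound, then TGF-beta at 500 pg/mL final, and were incubated 18 hours at 37 degrees C. Viability was read by CellTiter-Glo luminescence. Media-only wells were set as complete cell-killing and DMSO as no toxicity.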
ATXN2 expr inh: reduces ATXN2 reporter expression in HEK-293 cells. HEK-293 ATXN2-luciferase reporter, luminescence, 24 h. Potency, µM (highest dose often 57 µM), without a hit: at the top dose activity change, negative = inhibition, actives largely listed as inhibitors. AID 1745845. 360,000 compounds, 0.72% hits; note: % is set by controls: 0 for no effect and ±100 for the full control effect; nearly all actives have a fitted effect of over 55% in size
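qHTS (up to 57 uM final) was run with 24 h compound exposure of reporter cells at 37 °C. Each well was multiplexed: SteadyGlo luminescence measured ATXN2-luciferase expression after a fluorogenic Gly-Phe-AFC viability readout (25 uM final).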
Nrf2 inh: blocks Nrf2 signaling; A549 ARE-Fluc reporter, luciferase luminescence, 18-24 h; 360,000 compounds, 2.1% hits; Potency, µM (top dose mostly 46 µM), inactives show at the highest dose activity change, negative = inhibition, actives largely listed as inhibitors; note: % is set by controls: 0 for no effect and ±100 for the full control effect; nearly all actives have a fitted effect of over 60% in size
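Concentration-response testing used A549 ARE_Fluc cells at 5000 cells/well. Following an 18-24 h compound incubation, viability was read by fluorescence (Ex 405/Em 525) and luciferase output by luminescence.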
EPAC2 antagonist: blocks human EPAC2 exchange factor. Q8WZA2. EPAC2 GEF exchange of Rap1B-BODIPY-GDP, fluorescence. Potency, µM (highest dose often 114 µM), for inactives: top-dose activity, negative = inhibition, actives largely listed as inhibitors. 360,000 compounds, 0.18% hits; note: % is set by controls: 0 for no effect and ±100 for the full control effect; nearly all actives have a fitted effect of over 45% in size; many of its hits are not listed in these tables
Target sequence (Q8WZA2 whole entry, looked up): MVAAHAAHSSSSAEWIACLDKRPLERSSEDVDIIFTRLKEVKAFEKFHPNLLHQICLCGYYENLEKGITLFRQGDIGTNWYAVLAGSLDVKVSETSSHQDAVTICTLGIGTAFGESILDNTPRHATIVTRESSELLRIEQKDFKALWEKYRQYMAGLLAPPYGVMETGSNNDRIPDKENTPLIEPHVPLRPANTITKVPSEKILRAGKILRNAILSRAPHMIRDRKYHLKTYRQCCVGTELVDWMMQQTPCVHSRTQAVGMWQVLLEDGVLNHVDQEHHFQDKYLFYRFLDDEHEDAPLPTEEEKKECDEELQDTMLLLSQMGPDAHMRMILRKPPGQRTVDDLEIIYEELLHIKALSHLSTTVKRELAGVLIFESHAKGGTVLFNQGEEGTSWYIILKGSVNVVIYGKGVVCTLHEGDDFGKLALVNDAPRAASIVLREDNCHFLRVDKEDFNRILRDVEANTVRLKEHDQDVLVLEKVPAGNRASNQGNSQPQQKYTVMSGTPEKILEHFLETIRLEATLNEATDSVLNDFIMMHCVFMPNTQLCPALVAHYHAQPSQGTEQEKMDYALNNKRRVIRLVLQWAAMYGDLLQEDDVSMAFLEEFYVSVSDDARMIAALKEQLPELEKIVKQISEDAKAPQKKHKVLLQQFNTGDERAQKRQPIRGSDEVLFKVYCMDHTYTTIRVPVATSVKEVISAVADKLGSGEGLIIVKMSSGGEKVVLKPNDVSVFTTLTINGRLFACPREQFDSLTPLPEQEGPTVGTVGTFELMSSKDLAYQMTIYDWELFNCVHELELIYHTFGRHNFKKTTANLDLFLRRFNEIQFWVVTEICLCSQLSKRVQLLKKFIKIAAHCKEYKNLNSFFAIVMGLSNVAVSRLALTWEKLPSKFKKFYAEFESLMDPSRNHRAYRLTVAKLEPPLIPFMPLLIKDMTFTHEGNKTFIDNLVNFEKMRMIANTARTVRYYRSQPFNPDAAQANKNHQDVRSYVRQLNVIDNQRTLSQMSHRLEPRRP
MCF10A rerep: inducers of DNA re-replication in MCF 10A breast cells; MCF 10A DNA re-replication, Hoechst nuclear intensity, 48 h; 350,000 compounds, 2.9% hits; Potency, µM (titrated, usually from 46.1 µM), without a hit: at the highest dose activity, positive = re-replication, actives largely listed as activators; note: % of control where 0% means no effect; nearly all actives have a fitted effect of over 50% in size
* marks the source's active call; other numbers are inactive results; i = inactive; ? = inconclusive; . = no result given; [ ] = remark or other dose. Calls come from the whole dose curve; as a rule, active = well fitted curve in the direction sought with a large enough effect; inconclusive = small, poorly fitted or top-dose-only effect, or another doubt; inactive = no such curve, though single readings can be large; an effect the other way counts as inactive or inconclusive. Potency is the fitted concentration of half-maximal effect. The list is partial; rates above refer to the full screens.

1. Cc1ccc(S(=O)(=O)N2CCC(=O)N(CCOCc3cccc(C(F)(F)F)c3)CC2)cc1
2. Cn1nc([N+](=O)[O-])nc1Oc1ccc(C(C)(C)C)cc1
3. CNC(=O)c1c[nH]c2ccc(S(=O)(=O)Nc3cccc(Cl)c3C)cc2c1=O
4. CC(C)(C)c1ccc(-c2nc(NCc3cccnc3)c3ccccc3n2)cc1
5. OCCC1CN(Cc2ccncc2)CCN1C1CCCC1 (configuration not stated)
6. CCCCC(=O)Nc1cc(C)c(NC(=O)c2ccco2)cn1
7. COc1ccc(/C=C/C(=O)OC2CCCN(C)C2)cc1 (configuration not stated)
8. Cc1ccccc1C(=O)c1cccn1CC(=O)O
9. CCc1ccc(CNC(=O)c2ccc(NC(=O)N3CC(C)Sc4ccccc43)cc2)cc1 (configuration not stated)
10. COc1cc(/C=N/N2CCN(c3ccccc3)CC2)cc(OC)c1OC(C)=O
Assay by compound	1	2	3	4	5	6	7	8	9	10
Nrf2 activator	2.9%	3.3%	15%	2.9%	-0.5%	-0.2%	-0.5%	-0.4%	0.8%	3.5%
A549 viability	-3%	0%	-1%	-2%	0%	-8%	-5%	-8%	3%	11%
S2 tox	?	?	.	?	i	?	i	i	i	i
TGFb inhibitor	?	9%	4%	?	-1%	-1%	-12%	6%	?	0%
HepG2 viability	-14%	5%	-49%	-111%	-1%	3%	-4%	2%	1%	-10%
ATXN2 expr inh	-23%	6%	.	53%[activator]	-2%	.	13%	2%	7%	-5%
Nrf2 inh	?	-9%	-21%	10%	1%	-6%	19%	6%	-1%	-7%
EPAC2 antagonist	-30%	0%	.	-15%	-7%	1%	3%	-1%	.	-5%
MCF10A rerep	1%	?	.	13µM*	-2%	0%	7%	-5%	.	-1%

Compounds shown so far that have a halogen, in the order listed:
1. Cc1ccc(S(=O)(=O)N2CCC(=O)N(CCOCc3cccc(C(F)(F)F)c3)CC2)cc1
3. CNC(=O)c1c[nH]c2ccc(S(=O)(=O)Nc3cccc(Cl)c3C)cc2c1=O
Assay by compound	1	3
Nrf2 activator	2.9%	15%
A549 viability	-3%	-1%
S2 tox	?	.
TGFb inhibitor	?	4%
HepG2 viability	-14%	-49%
ATXN2 expr inh	-23%	.
Nrf2 inh	?	-21%
EPAC2 antagonist	-30%	.
MCF10A rerep	1%	.

Additional entries follow.
11. O=C(NCc1ccco1)C1(c2ccccc2)CCCC1
12. O=C(COc1ccc2ccc(=O)oc2c1)Nc1c(Cl)cccc1C(F)(F)F
13. CCCn1c(=O)[nH]c(=O)c2c1nc(-c1ccc(OC(F)F)c(OC)c1)n2CCOC
14. FC(F)(F)c1cnc(COc2cc(Cl)cc(Cl)c2)c(Cl)c1
15. Cc1cccn2c(=O)c(C=NCCO)c(NCc3ccco3)nc12
16. c1cncc(-c2noc(C34CC5CC(CC(C5)C3)C4)n2)c1
17. S=C(NCc1ccco1)N1CCN(c2ccccn2)CC1
18. C=CCOc1c(Br)cc(/C=C2\SC(=Nc3ccccc3)NC2=O)cc1OC
19. Cc1c(C(=O)N/N=C/c2ccccc2)sc(=S)n1C
20. COc1cnc(SCc2c(Cl)cccc2Cl)nc1Cl
Assay by compound	11	12	13	14	15	16	17	18	19	20
Nrf2 activator	0.0%	2.6%	3.8%	-0.9%	?	-0.5%	1.1%	0.7%	6.0%	28%
A549 viability	6%	-6%	-3%	2%	-2%	-2%	5%	0%	3%	0%
S2 tox	i	i	i	i	i	i	i	?	i	i
TGFb inhibitor	-26%	-4%	-12%	11%	0%	-8%	6%	?	7%	-2%
HepG2 viability	-12%	-10%	-33%	9%	-9%	-13%	0%	16µM*	5%	-28%
ATXN2 expr inh	-15%	8%	1%	0%	16%	32%	-31%	.	5%	3%
Nrf2 inh	-7%	-18%	4%	5%	8%	5%	-3%	-21%	?	-16%
EPAC2 antagonist	0%	-1%	10%[57.1 µM]	-13%	-1%	-11%	-9%	6%	10%	-2%
MCF10A rerep	-9%	5%	-10%	13%	1%	?	-36%[inhibitor]	?	4%	?

21. CCC(C)C(CO)NCCCn1cnc2c(SC)ncnc21 (configuration not stated)
22. CC(C)(C)OC(=O)N(CCc1ccccc1)Cc1ccc(OCc2cccc(NC(=O)C3CCC3)c2)cc1
23. Nc1[nH]ncc1-c1ccc(F)cc1
24. COC(=O)c1sc(NC(=O)COc2c(C)cccc2C)nc1C
25. CC(=O)c1cnc2cc(-c3cccc(Br)c3)nn2c1C
26. CCc1ccc(NC(=O)CCc2nnc3ccc(N4CCC5(CC4)OCCO5)nn23)cc1
27. Cc1cc(Cl)ccc1N(CC(=O)NCc1ccc2c(c1)OCO2)S(C)(=O)=O
28. CSC(=NCc1ccco1)NC#N
29. CCOc1cc(-c2nc(C)c(C(C)=O)n2O)ccc1OCC(=O)Nc1cccc(C)c1
30. CC1(C(=O)NS(=O)(=O)c2ccc(Cl)cc2)CCN1C(=O)c1ccco1 (configuration not stated)
Assay by compound	21	22	23	24	25	26	27	28	29	30
Nrf2 activator	-0.6%	4.5%	0.0%	0.3%	16%	-0.6%	-0.1%	-0.4%	-0.8%	-0.7%
A549 viability	.	-1%	2%	?	2%	1%	1%	-3%	-6%	.
S2 tox	i	i	i	i	i	i	i	i	i	i
TGFb inhibitor	-8%	-21%	-6%	13%	2%	-6%	7%	-1%	2%	22%
HepG2 viability	-21%	-19%	-2%	0%	-6%	1%	11%	4%	2%	-6%
ATXN2 expr inh	-4%	0%	1%	-21%	89%[activator]	10%	-11%[11.3 µM]	.	-10%	4%
Nrf2 inh	.	-28%	-17%	2%	?	-4%	-12%	0%	-15%	.
EPAC2 antagonist	10%	-3%	1%	-11%	-10%	9%	-11%	12%	-3%	5%
MCF10A rerep	.	?	15%	1%	-3%	7%	-5%	1%	1%	.

31. Brc1ccc(-c2csc(NC3=NCCCCC3)n2)cc1
32. COc1ccc2c(c1)CN(C)S(=O)(=O)c1ccccc1-2
33. CCCCC(=O)Nc1ccc(NC(=O)c2cccs2)cn1
34. COC(=O)c1c(NC(=O)c2ccc(S(=O)(=O)N3CCOCC3)cc2)sc2c1CCN(C(C)C)C2
35. Cc1ccc(C(=O)C(C)N(C(=O)c2ccc(Cl)cc2Cl)N2C(=O)CCCC2=O)cc1 (configuration not stated)
36. CCC(C)Cn1cnc2c(SCc3ccccn3)nc(N)nc21 (configuration not stated)
37. Cc1ccccc1NS(=O)(=O)c1cc(C(=O)NCCC2=CCCCC2)ccc1C
38. CC(=O)C1=C(c2ccccc2)NC(=O)NC1c1ccc(O)c(Cl)c1 (configuration not stated)
39. O=C1CSC(=S)N1N=Cc1c(O)ccc2ccccc12
40. CN(CCOc1ccccc1)CC(O)COc1ccccc1 (configuration not stated)
Assay by compound	31	32	33	34	35	36	37	38	39	40
Nrf2 activator	9.9%	0.4%	2.3%	0.2%	0.1%	4.7%	2.5%	-0.2%	6.5%	0.1%
A549 viability	1%	0%	-2%	-4%	0%	-2%	?	1%	-4%	-2%
S2 tox	i	i	i	i	i	i	?	i	i	i
TGFb inhibitor	-3%	-15%	-3%	5%	-18%	-4%	?	6%	?	3%
HepG2 viability	1%	3%	12%	-16%	-19%	1%	-16%	-63%	-14%	-6%
ATXN2 expr inh	92%[activator]	1%	16%	-13%	2%	3%	?	-4%	-12%	-2%
Nrf2 inh	?	-7%	21%	5%	15%	-20%	?	2%	6%	-5%
EPAC2 antagonist	7%	-11%	2%	13%	-8%	1%	-6%	-5%	-25%	7%
MCF10A rerep	2%	28%	0%	9%	-2%	-18%	?	0%	?	-5%

41. Cc1cccc(NC(=O)CN2CCCN(S(=O)(=O)c3ccc(Br)s3)CC2)c1
42. N=c1c(C(=O)NCCN2CCOCC2)cc2c(=O)n3ccccc3nc2n1CCCN1CCOCC1
43. COc1cccc(NC(=O)COc2ccc(N3CC(C(=O)NCC(C)C)CC3=O)cc2)c1 (configuration not stated)
44. CCN(CC)CCCN=C1N[C@@H](c2cccc(C(F)(F)F)c2)C(C(=O)OC)=C(C)N1CC
45. CCC1(CC)C(=O)N(C)C(=O)NC1=NCc1ccccc1
46. CCOC(=O)C(C(=O)Nc1ccc(C)cc1)C1CCCCC1 (configuration not stated)
47. Cc1ccc(C(=O)Nc2ccccc2C(=O)N2CC3(C)CC2CC(C)(C)C3)cc1 (configuration not stated)
48. CCc1nnc(NC2=NCCC2)s1
49. Cc1cc(N)n2ncc(-c3ccc(F)cc3)c2n1
50. CCOc1ccc2nc(SCC(=O)c3ccc(C)s3)sc2c1
Assay by compound	41	42	43	44	45	46	47	48	49	50
Nrf2 activator	1.6%	-0.8%	-0.7%	-5.1%	0.3%	-0.2%	0.4%	0.3%	6.8%	2.7%
A549 viability	-5%	?	-1%	?	1%	-16%	-16%	-4%	-4%	-16%
S2 tox	i	i	i	22µM*	i	i	i	?	i	i
TGFb inhibitor	-6%	-1%	11%	?	13%	2%	-7%	-4%	-8%	-20%
HepG2 viability	-59%	-8%	2%	-113%	4%	-19%	-15%	2%	-28%	-22%
ATXN2 expr inh	-5%	-14%	7%	?	0%	-15%	-3%	2%	64%[activator]	29%
Nrf2 inh	-10%	6%	7%	-11%	.	.	-27%	0%	?	12%
EPAC2 antagonist	-1%	1%	0%	8%	5%	-7%	-19%	6%	-4%	0%
MCF10A rerep	2%	0.18µM*	0%	?	-13%	28%	26µM*	-10%	16%	3%

51. CCOc1ccc(/C=N/NC(=O)c2ccc(Cn3cc(Br)cn3)o2)cc1
52. COc1ccc(-c2cc(C(=O)N3CCN(c4ccccn4)CC3)c3ccccc3n2)cc1
53. COc1ccc(CN2CCN(C(=O)c3ccc4nc(N5CCOCC5)sc4c3)CC2)c(OC)c1OC
54. O=C1C=CC(=O)N1Cc1ccccn1
Assay by compound	51	52	53	54
Nrf2 activator	4.2%	1.9%	1.9%	-0.4%
A549 viability	3%	-13%	1%	8%
S2 tox	i	?	i	i
TGFb inhibitor	11%	?	19%	1%
HepG2 viability	14%	-31%	-7%	2%
ATXN2 expr inh	30%[activator]	-35%	-6%	3%
Nrf2 inh	?	-16%	-14%	10%
EPAC2 antagonist	12%	-10%	-6%	4%
MCF10A rerep	0%	?	-43%[inhibitor]	-10%
